DT40 TDP1 CPT: qHTS for Inhibitors of human tyrosyl-DNA phosphodiesterase 1 (TDP1): qHTS in cells in presence of CPT | 420,000 compounds, 12% hits | Potency, µM (series often up to 46.2 µM), for inactives: at the highest dose activity change, negative = growth inhibition, actives largely listed as inhibitors | chicken DT40 Tdp1-/-;hTDP1 cells + 20 nM CPT, ATP luminescence, 48 h; further: nearly all actives have a fitted effect of over 55% in size
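Chicken DT40 Tdp1-/- cells stably complemented with human TDP1 were seeded at 400 cells/well in medium containing 20 nM camptothecin, exposed to pin-transferred compounds, and grown at 37 °C for at least 48 hr. Viability was read as ATP luminescence.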
TDP1 cell noCPT: qHTS for Inhibitors of human tyrosyl-DNA phosphodiesterase 1 (TDP1): qHTS in cells in absence of CPT; Potency, µM (series often up to 46.2 µM), without a hit: at the top dose activity change, negative = growth inhibition, usual class: inhibitors; DT40 Tdp1-/- hTDP1 cells, no CPT, ATP luminescence, 48 h; 420,000 compounds, 15% hits; further: nearly all actives have a fitted effect of over 55% in size
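Stably hTDP1-transfected Tdp1-null chicken DT40 cells were treated with library compounds minus camptothecin and grown for at least 48 hr at 37 °C, after which cellular ATP was quantified by luminescence.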
TDP1 block: qHTS Assay for Inhibitors of Tyrosyl-DNA Phosphodiesterase (TDP1) | Tyrosyl-DNA phosphodiesterase 1 (Homo sapiens), Q9NUW8 | recombinant TDP1, AlphaScreen DNA substrate cleavage | Potency, µM (doses to about 130 µM), for the others: at the highest dose activity change, negative = inhibition, hits mostly inhibitors | 350,000 compounds, 0.28% hits | AID 485290, 2010; further: nearly all actives have a fitted effect of over 40% in size
Target sequence (Q9NUW8 whole entry, looked up): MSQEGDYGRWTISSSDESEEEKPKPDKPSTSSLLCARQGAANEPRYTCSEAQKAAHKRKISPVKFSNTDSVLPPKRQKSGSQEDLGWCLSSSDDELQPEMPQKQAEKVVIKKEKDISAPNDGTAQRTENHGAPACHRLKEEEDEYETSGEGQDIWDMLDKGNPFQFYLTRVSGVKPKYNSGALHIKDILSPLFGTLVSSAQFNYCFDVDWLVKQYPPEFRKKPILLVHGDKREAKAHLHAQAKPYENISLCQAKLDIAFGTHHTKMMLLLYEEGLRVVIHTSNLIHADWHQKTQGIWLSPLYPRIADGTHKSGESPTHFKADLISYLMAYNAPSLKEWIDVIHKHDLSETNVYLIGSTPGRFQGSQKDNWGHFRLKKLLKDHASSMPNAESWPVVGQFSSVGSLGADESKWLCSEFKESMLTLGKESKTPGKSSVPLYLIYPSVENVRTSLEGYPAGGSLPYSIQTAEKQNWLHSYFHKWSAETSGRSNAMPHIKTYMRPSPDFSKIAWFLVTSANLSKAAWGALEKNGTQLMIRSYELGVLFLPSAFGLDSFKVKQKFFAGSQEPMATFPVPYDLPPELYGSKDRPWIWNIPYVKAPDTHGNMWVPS
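Compounds were preincubated with Tdp1 (1 nM final) for 15 min at room temperature before substrate (15 nM final) started a 5 min reaction; beads (10 ug/ml final) were then added for 10 min before AlphaScreen detection.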
* hit, by the source's call; ? = inconclusive; . = not tested or not shown; [ ] = dose if it differs, or a comment. The call rests on the fitted dose curve; in most records, active means well fitted curve in the direction sought with a large enough effect; inconclusive means small, poorly fitted or top-dose-only effect, or another doubt; inactive means no such curve, though single readings can be large; an effect the other way counts as inactive or inconclusive. On the % scale 0 is the no-effect control and ±100 the full control effect; potency means the concentration at half of the fitted maximal effect.

Values run as follows: DT40 TDP1 CPT	TDP1 cell noCPT	TDP1 block
CCCCn1cc(S(=O)(=O)c2cc(C)ccc2C)c(=O)c2cc(F)c(F)cc21
  ?	?	-1%
Cc1ccc(C(=O)Nc2ncccc2S(=O)(=O)c2ccccc2)cc1
  -3%	17%	.
CSc1ccc(/C=C/c2nc3ccccc3n2S(=O)(=O)c2ccc(F)c(C)c2)cc1
  18µM*	21µM*	8%
CCc1cccc(C)c1NS(=O)(=O)c1cccs1
  27%	0%	.
CCOc1ccc(CCN2C(=S)N([C@@H](Cc3ccc(O)cc3)CN3CCC[C@@H]3CN3C(=S)NC[C@@H]3CC(C)C)C[C@@H]2Cc2ccc(O)cc2)cc1
  5.2µM*	3.7µM*	.
COc1ccc(OC)c(NC(=O)CN(C)S(=O)(=O)c2ccc3nc(C)sc3c2)c1
  ?	?	3%
Nc1ccc(N2CCOCC2)c(S(=O)(=O)Nc2cc(Cl)ccc2Cl)c1
  -2%	1%	8%
CN1CCN(c2cc(-c3ccoc3)ncn2)CC1
  5%	-2%	.
CCn1c(SCC(=O)Nc2ccc(C)cc2)nnc1-c1ccc(O)cc1
  ?	-24%	0%
CCc1noc(C)c1C(=O)Nc1cccc2ncccc12
  3%	10%	-2%
Cc1cccc(OCCCC(=O)Nc2ccccc2C(F)(F)F)c1
  -7%	-8%	-4%
C[C@@H]1CN(Cc2nc(-c3cccs3)no2)C[C@H](C)O1
  7%	23%	7%
Cc1cc(C)cc(OCCNC(=O)C(C)N2C(=O)c3ccccc3C2=O)c1 (stereo not given)
  -8%	-16%	1%
CC(=O)N1CCCc2cc(S(=O)(=O)N(CC(C)C)CC(C)C)ccc21
  26µM*	?	0%
Cc1ccc(C(=O)N/C(=C\c2cccs2)C(=O)NCCCn2ccnc2)cc1C
  -5%	4%	4%

A draw from above in order of SMILES length, rising:
Values run as follows: DT40 TDP1 CPT	TDP1 cell noCPT	TDP1 block
CCn1c(SCC(=O)Nc2ccc(C)cc2)nnc1-c1ccc(O)cc1
  ?	-24%	0%
Cc1ccc(C(=O)N/C(=C\c2cccs2)C(=O)NCCCn2ccnc2)cc1C
  -5%	4%	4%
CSc1ccc(/C=C/c2nc3ccccc3n2S(=O)(=O)c2ccc(F)c(C)c2)cc1
  18µM*	21µM*	8%

Next compounds
Values run as follows: DT40 TDP1 CPT	TDP1 cell noCPT	TDP1 block
CC(=O)c1cccc(-c2ccnc3c2CC(C(=O)NCc2ccccc2)O3)c1 (stereo not given)
  0.73µM*	0.65µM*	.
O=C(Nc1ccccc1F)Nc1ccccc1OC(F)F
  -6%	12%	2%
CC(=O)NNC(=O)c1cc2sccc2s1
  24%	5%	4%
O=C(CC(c1ccccc1)c1ccccc1O)NCCc1ccccc1 (stereo not given)
  -3%	?	.
CCc1ccc(NC(=O)CSc2nnnn2-c2cccnc2)cc1
  -6%	-6%	0%
CCN=c1scc(C)n1/N=C/c1cc(Br)c(O)c(Br)c1
  ?	?	5%
CC(C)(C)OC(=O)NCC12C=CC(O1)C1C(=O)N(Cc3ccccc3)C(=O)C12 (stereo not given)
  ?	?	5%
Cc1ccc(N2CC(NC(=O)c3ccc(S(=O)(=O)N4CCOCC4)cc3)CC2=O)cc1 (stereo not given)
  -22%	?	3%
CCN(Cc1ccncc1)Cc1nc(-c2ccc(C(=O)OC)cc2)no1
  ?	21µM*	-11%
O=C(Nc1ccc(S(=O)(=O)NCC2CCCO2)cc1)c1cccc(F)c1 (stereo not given)
  ?	?	9%
COc1ccc2ccc(=O)oc2c1CC(=O)C(C)C
  1%	6%	1%
NCC(=O)Nc1ccc(Br)cc1
  -2%	-12%	5%
CC[C@]12c3[nH]c4cc(-c5ccco5)ccc4c3CCN1C(=O)[C@@H](CC(=O)NCCCN(C)C)C[C@@H]2C(=O)N1CCN(C(=O)C2CC2)CC1
  3%	-4%	1%[56.1 µM]
CCN(CC)S(=O)(=O)c1cc(Cl)ccc1OC
  -28%	-16%	8%
COCCNC(=O)NC(=O)CSc1nc(C)c(C)c(C)n1
  3%	-1%	5%
CN(Cc1ccccc1)Cc1ccccc1C(O)c1ccccc1 (stereo not given)
  ?	?	.
CCOc1ccc(CCNC(=O)CN2C(=O)NC3(CCc4ccccc43)C2=O)cc1OCC (stereo not given)
  -17%	0%	-1%
Cc1cccc(NC(=O)C(=O)C2C(=O)Nc3ccccc32)c1 (stereo not given)
  -4%	-26%	0%
C/C(=N\NC(=O)c1ccc(Cl)cc1)c1ccc(N2CCOCC2)cc1
  -13%	-29%	0%
O=c1c2cc(NC(=S)NC3CC3)ccc2nc2n1CCCCC2
  22%	-3%	5%
COc1ccc(Cl)cc1NC(=O)CSc1nc(=O)n(CCN(C)C)c2c1CCCC2
  16µM*	?	.
O=C(Nc1nnc(SCc2ccccc2F)s1)C1=COCCO1
  3%	6%	5%[56.1 µM]
CCOC(=O)/C=C/S(=O)(=O)c1ccc(NC(C)=O)cc1
  1.3µM*	2.1µM*	2%
O=S1(=O)CC(N2CCCCC2)CN1Cc1cn(Cc2ccc(Cl)cc2)nn1 (stereo not given)
  4%	-27%	.
Cc1nn(CC(=O)N(C)c2c(N)n(Cc3ccccc3)c(=O)[nH]c2=O)c(C)c1[N+](=O)[O-]
  -7%	-8%	2%
CS(=O)(=O)Nc1cccc(-c2ccc3ncnc(Nc4ccccc4)c3c2)c1
  ?	21µM*	.
COc1cc(OC)cc(-c2c(-c3ccc(F)cc3)c3cc(-c4ccc(SC)cc4)ccc3n2C)c1
  ?	?	1%
CCCCCOc1ccc(NC(=O)Cn2c(-c3nonc3N)nc3ccccc32)cc1
  ?	-19%	9%
O=C(Nc1ccnn1C1CCN(C(=O)c2cnsn2)CC1)c1cccc(F)c1
  -1%	-18%	1%
Cc1ccc(C(=O)O)cc1S(=O)(=O)Nc1ccccc1C(=O)NC1CC1
  13%	3%	-7%
CCOC(=O)C1(CCOc2ccccc2)CCN(Cc2ccc(OCC)c(CO)c2)CC1
  15µM*	18µM*	.
Cc1nn(CC(=O)Nc2ccc3c(c2)OCO3)c(C)c1Cl
  -1%	-7%	5%
O=C(CCN1C(=O)C2CC=C(Cl)CC2C1=O)NC1CCCCC1 (stereo not given)
  -6%	-14%	5%
Cc1ccc(N(CC(=O)NC2CCCCC2)C(=O)CNC(=O)c2cccs2)cc1
  6%	-21%	8%
CCOc1ccc(N=CNc2ccc(OCC)cc2)cc1
  8%	-6%	.
CCCN1CN(c2ccccc2)C(=S)N(c2ccccc2)C1
  -4%	?	.
CC1(C(=O)Nc2ccc(F)c(Cl)c2)Cc2c(-c3cccc(C(N)=O)c3)ccnc2O1 (stereo not given)
  ?	?	.
CC1CCN(C(=S)NC(=O)c2ccc(F)cc2)CC1
  ?	?	0%
CC1(C(=O)Nc2ccc3[nH]ncc3c2)CCN1C(=O)CC(c1ccccc1)c1ccccc1 (stereo not given)
  ?	?	.
COc1ccccc1NC(=O)c1sc2ncn(Cc3ccccc3Cl)c(=O)c2c1C
  -5%	?	-2%
CC(C)N1C(=O)c2ccccc2NC(=O)C1C(=O)NCc1ccccc1 (stereo not given)
  -1%	7%	.
CSc1ncc(Cl)c(C(=O)Nc2cc(C)ccc2C)n1
  -2%	16%	.
CN(C)c1ccc(/C=N/NC(=O)C(O)c2ccc(Br)cc2)cc1 (stereo not given)
  -23%	-22%	0%
CC(=O)Nc1nc(C)nc(-c2ccccc2)c1C(C)=O
  -2%	-15%	-4%
Clc1ccc(Cn2cc(/C=N/n3cnnc3)c3ccccc32)cc1
  ?	?	-2%
Nc1ccc(-c2nc3ncccc3o2)cc1
  3%	9%	.
COc1ccc(OC)c(NC(=O)COC(=O)C2CCC2)c1
  -22%	-21%	-2%[56.1 µM]
Cc1cccc(/C=N/NC(=O)c2cc(C3CC3)nc3ccccc23)n1
  -9%	-18%	2%
Cc1c(C(=O)N2CCOCC2)oc2ccc(S(=O)(=O)N3CCCC3)cc12
  -4%	-29%	5%
CCc1ccc(CNC(=O)Cc2ccc(NC(=O)C3=C(C)OCCS3)cc2)cc1
  1.2µM*	1.3µM*	-17%
COc1ccc(C(C(=O)NC2CCCC2)N(C(=O)c2snc(-c3ccc(F)cc3)c2N)c2cccc(F)c2)cc1 (stereo not given)
  6.5µM*	7.3µM*	3%
CC(=O)Nc1nonc1-c1nnc(SCc2ccc(Cl)cc2)n1C
  ?	?	4%
COc1ccccc1NS(=O)(=O)c1ccc2c(c1)n(C)c(=O)n2C
  ?	?	3%
O=C(O)c1ccc(N=Cc2nc(-c3ccco3)oc2O)cc1
  -10%	-22%	-3%
Clc1ccc(N2CCN(Cc3ccc(Br)o3)CC2)cc1
  -11%	?	.
COC(=O)c1ccc(C(=O)OC)c(NC(=O)CN(C)Cc2ccccc2)c1
  -30%	16µM*	1%
COC(=O)c1[nH]c2cc(OC)c(OC)cc2c1NC(=O)CN1C[C@H]2C[C@@H](C1)c1cccc(=O)n1C2
  18%	-1%	2%
Cc1ccsc1-c1cc(C(=O)O)c2c(ccc3ccccc32)n1
  10%	6%	.
Cc1cccc2[nH]c(CN(C)C(=O)C3CCC(=O)N(CCc4ccccc4)C3)nc12 (stereo not given)
  -9%	-10%	3%[56.1 µM]
Cc1cccc(NC(=S)NN2CCN(C)CC2)c1
  -9%	-1%	2%

Limited to TDP1 block and DT40 TDP1 CPT (2 entries from above):
canonical_smiles	TDP1 block	DT40 TDP1 CPT
Cc1cccc2[nH]c(CN(C)C(=O)C3CCC(=O)N(CCc4ccccc4)C3)nc12 (stereo not given)	3%[56.1 µM]	-9%
Cc1cccc(NC(=S)NN2CCN(C)CC2)c1	2%	-9%

The listing picks up; the two compounds before the break are reprinted first.
Values run as follows: DT40 TDP1 CPT	TDP1 cell noCPT	TDP1 block
Cc1cccc2[nH]c(CN(C)C(=O)C3CCC(=O)N(CCc4ccccc4)C3)nc12 (stereo not given)
  -9%	-10%	3%[56.1 µM]
Cc1cccc(NC(=S)NN2CCN(C)CC2)c1
  -9%	-1%	2%
Cc1ccc(NC(=O)c2cc3nc(C)cc(C)n3n2)cc1
  -5%	0%	3%
CCOc1ccc(C2=CSC3=NCCN23)cc1
  -13%	-26%	3%
CCC(C)(C)NC(=O)C1CCC(CNS(=O)(=O)c2ccc3c(c2)CC(C)N3C(C)=O)CC1 (stereo not given)
  16µM*	12µM*	5%
CCOc1ccc(Cc2nc(N)nc(N)n2)cc1
  6%	8%	10%
O=C(O)C1CC(=O)N(c2ccc(F)cc2)C1 (stereo not given)
  ?	-18%	0%
O=C(NCCOc1ccccc1F)c1cccc(S(=O)(=O)N2CCN(c3ccccc3)CC2)c1
  ?	26µM*	-15%
Cc1ccc(NC(=O)C2CCCN(c3ncccn3)C2)cc1F (stereo not given)
  -22%	-5%	3%
Cc1cc2occ(CC(=O)N(C)CC(=O)Nc3ccccc3Cl)c2cc1C
  10%	?	.
COc1cccc(-n2nnnc2SCC(=O)Nc2ccc3c(c2)OCCO3)c1
  -24%	-29%	-2%
COc1ccc(-c2cc(C(=O)Nc3c(C)nn(Cc4ccccc4C)c3C)no2)cc1
  -2%	-30%	2%
COc1ccc(-c2cccc(-c3nc4ccc(Cl)cn4c3NC3CCCCC3)c2)cc1
  18µM*	21µM*	3%
CCN1C(=O)Nc2cccc3cccc1c23
  -15%	?	.
CC1(C(=O)NC2CCCCC2)CCC(=O)N1CCOc1ccccc1 (stereo not given)
  -1%	-31%	.
C=C(C)Cn1c(SCC(=O)NCc2ccco2)nc2sc3c(c2c1=O)CCC3
  ?	?	0%
Cc1cc(C)cc(C(=O)Nc2nnc3n2CCS3)c1
  ?	?	1%
N#Cc1ccccc1Cn1c(=O)n(-c2cccc(C(F)(F)F)c2)c(=O)c2sccc21
  ?	-26%	-3%
O=C(/C=C/NNC(=O)c1cccc(Br)c1)c1cccc(Br)c1
  ?	?	7%
COc1ccc([C@@H]2[C@@H]3C(=O)N(C(C)(C)C)C(=O)[C@@H]3[C@]3(Cc4ccc(Cl)cc4)C(=O)N(c4ccc(C)cc4)C(=O)N23)cc1
  -3%	-22%	0%
CN(C)C(=O)c1ccc(-c2ccc3ncnc(NCCN4CCOCC4)c3c2)cc1
  11%	-6%	.
CC(CC(=O)Nc1ccc2c(c1)c(=O)n(C)n2-c1cccs1)c1ccccc1 (stereo not given)
  13µM*	12µM*	.
O=C(Cn1cnc2sc3c(c2c1=O)CCCC3)NCC(=O)Nc1c(F)cccc1F
  -18%	18%	1%
Cc1ccc(Cl)cc1N1CCN(C(=O)c2ccc3c(c2)CCN3S(=O)(=O)c2ccccc2)CC1
  9.2µM*	10µM*	7%

Assay outcomes from PubChem BioAssay.
